Source: PubChem (several laboratories)
PDI inh – inhibitors of human PDI, primary screen, biochemical, turbidity, single point, plate reader; Protein disulfide-isomerase (Homo sapiens), P07237; PDI insulin aggregation turbidity, A650, 90 min; inhibition, % at 10 µM; 0.052% of 350,000 active;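 active means mean inhibition across replicates of 30% or more, whatever share of single replicates reach that level; inconclusive means mean inhibition below 30% while every single replicate reaches 30%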;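 further: absorbance from insulin aggregation driven by PDI reduction with DTT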
Target sequence (P07237 whole entry, looked up): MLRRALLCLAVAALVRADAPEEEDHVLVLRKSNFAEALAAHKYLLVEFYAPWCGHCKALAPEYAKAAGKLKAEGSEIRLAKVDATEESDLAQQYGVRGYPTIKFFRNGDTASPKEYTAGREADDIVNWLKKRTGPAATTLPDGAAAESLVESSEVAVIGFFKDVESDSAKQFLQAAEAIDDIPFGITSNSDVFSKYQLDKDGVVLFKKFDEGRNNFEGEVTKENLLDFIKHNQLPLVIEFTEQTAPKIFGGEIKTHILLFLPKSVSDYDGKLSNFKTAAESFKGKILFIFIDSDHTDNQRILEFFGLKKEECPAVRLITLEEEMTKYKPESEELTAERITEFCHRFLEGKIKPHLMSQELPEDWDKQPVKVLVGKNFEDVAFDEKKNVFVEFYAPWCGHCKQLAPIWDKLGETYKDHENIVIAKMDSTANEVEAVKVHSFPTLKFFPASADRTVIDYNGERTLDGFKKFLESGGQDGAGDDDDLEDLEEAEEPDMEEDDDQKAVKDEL
Vif imaging – HIV Vif self-association inhibitors, primary screen, imaging, HEK293T, single point; 0.35% of 340,000 active; AID 602346, 2012; inhibition, % at 7.49 µM; HEK293T cells, Vif self-association by quenched fluorescence, 24 h; in the data active means inhibition above about 50%, passing the limit was not always enough; inconclusive means no clear call, values can overlap the other calls; inactive means below about 31%; further: some results filed as inactive read as strong as hits
iPSC survival up – enhancers of single-cell hiPSC survival, primary screen, ATPlite luminescence. 100% = ROCK inhibitor wells, 0% = DMSO. 0.044% of 360,000 active. survival enhancement, % at 20 µM. AID 602274, 2012; in the data active means survival enhancement above about 18%;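 further: cells exposed to compounds for 16 hours before the ATP read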
Peg3 promoter – Peg3 promoter-driven luciferase inhibitors, primary screen, cell-based, HeLa, luciferase luminescence; 1.7% of 360,000 active; HeLa PEG-Prom luciferase reporter, overnight; inhibition, % at 20 µM; AID 588405, 2011;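 active means inhibition of at least 50% at 20 µM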
aDG glyco act – activators of alpha-DG glycosylation, primary screen, uHTS, Pro5-aDG cells, AlphaScreen | AID 624168, 2012 | activation, % at 10 µM | 0.22% of 360,000 active | alpha-DG glycosylation AlphaScreen (IIH6); 0% Pro5, 100% B10-LARGE cell signal;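 active means activation of at least 8% versus controls, or a plate z-score of at least 8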;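 further: Pro5 are CHO cells carrying HIG-tagged alpha-DG that lacks glycosylation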
MITF TRPM1 inh – inhibitors of MITF-dependent TRPM1 promoter reporter, primary screen, cell-based, SK-MEL-5, single point, luciferase; SK-MEL-5 TRPM1 promoter luciferase, 24 h; inhibition, % at 12.5 µM; 0.83% of 330,000 active; AID 488899, 2010;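 active means mean inhibition across replicates of 60% or more, whatever share of single replicates reaches that level; inconclusive means some that reach 60%, reason not given; inactive means mean inhibition across replicates below 60%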; further: values of inactives mirror those of a sister screen read the other way
Exocytosis inh – LAMP-1 surface exposure blockers, TALL-104 cells – cell-based, flow cytometry, MLPCN library, primary screen | AID 651702, 2012 | inhibition, % at 10 µM | 0.66% of 360,000 active | TALL-104 LAMP-1 surface exposure; cells stimulated with thapsigargin and PMA;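 active means inhibition above about 55%, limit read from the data; inconclusive means no clear call, values can overlap the other calls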
NR2E3 ag-1 – inhibitors of NR2E3-RetCOR corepressor binding, primary screen, NR2E3 agonist project, biochemical, TR-FRET, GST-NR2E3, biotin-RetCOR; AID 2300, 2010; inhibition of corepressor binding, % at 4.78 µM; Photoreceptor-specific nuclear receptor (Homo sapiens), Q9Y5X4; 1536-well; 0.12% of 320,000 active;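 active means percent inhibition above the cutoff of mean plus 3 SD of all tested compounds, set per screening campaign, cut at about 20% in these data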;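 further: 0% = DMSO wells and 100% = biotin wells as full block of FRET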
Target sequence (Q9Y5X4 whole entry, looked up): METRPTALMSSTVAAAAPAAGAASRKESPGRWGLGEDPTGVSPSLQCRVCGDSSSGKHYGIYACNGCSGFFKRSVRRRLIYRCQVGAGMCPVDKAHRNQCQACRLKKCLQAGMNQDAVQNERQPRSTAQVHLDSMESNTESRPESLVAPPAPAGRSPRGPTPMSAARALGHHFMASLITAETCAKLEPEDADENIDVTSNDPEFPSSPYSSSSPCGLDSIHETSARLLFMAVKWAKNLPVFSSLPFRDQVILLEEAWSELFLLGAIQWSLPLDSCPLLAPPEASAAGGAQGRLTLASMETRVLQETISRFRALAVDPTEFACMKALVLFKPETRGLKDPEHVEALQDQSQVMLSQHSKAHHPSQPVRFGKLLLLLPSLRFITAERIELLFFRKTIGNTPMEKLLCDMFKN
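Material: NR2E3–RetCOR corepressor complex / Incubation: Compound–protein incubation for 5 h at 4 °C / Dosing: compound at 4.8 µM, single dose / Detection: time-resolved FRET / Benchmarks: high control biotin, low control 0.6% DMSO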
CaV13 FRET inh – Primary screen for inhibitors of IQ motif and Ca2+-dependent inactivation inhibitor domain binding in CACNA1D, Förster resonance energy transfer in living cells, …. HEK cells, CFP/YFP FRET ICDI-IQ, plate reader, 10 min; percent FRET-ratio fall versus neutral wells. inhibition, % at 12.3 µM. 0.098% of 340,000 active;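 active means mean replicate inhibition of at least 30% and at least 1% of replicates passing that level; inconclusive means only one of the two criteria is met; inactive means neither criterion is met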;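 further: 0% = median of the neutral control wells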
HIF-2a block – HIF-2a reporter inhibitors, primary screen, luminescence, 786-0 RCC cells. 786-0 RCC cells HIF-2a reporter, luciferase luminescence, overnight. inhibition, % at 18.8 µM. 0.72% of 360,000 active. AID 624352, 2012;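 active means inhibition of the luminescence signal of 40% or more relative to plate controls, in a single-dose primary screen at 18.75 µM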
NR2E3 ag-2 – NR2E3 agonists in two-hybrid cells, primary screen, cell-based, luminescence, CHO-S, Gal4-NCOR/VP16-NR2E3 | luciferase | inhibition of corepressor binding, % at 3.98 µM | 0.35% of 360,000 active | AID 602229, 2012;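 active means inhibition above the mean of all tested compounds plus 3 SD, cut at about 70% in these data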;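 further: 0% = DMSO with NR2E3 transfected cells and 100% = cells lacking NR2E3 construct; higher means lower luciferase signal from less NR2E3 corepressor binding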
* marks the source's active call; other numbers are inactive results; ? = inconclusive; nt = not tested or not shown.

1	O=C(COC(=O)c1ccc(Br)o1)NCc1ccco1
2	O=C(O)c1ccccc1SC1CC(=O)N(C2CCCCC2)C1=O (configuration not stated)
3	CN(C)CCN1CCN(C2CN(Cc3cn(Cc4ccccc4)nn3)S(=O)(=O)C2)CC1 (configuration not stated)
4	COCc1ccc(CN2CCC(CO)(CC3CCCCO3)CC2)o1 (configuration not stated)
5	CCOC(=O)c1c(C)oc2c1c(C=NCCO)c(O)c1ccccc12
6	COc1ccc(C/C(N)=N/OC(=O)c2ccco2)cc1OC
7	CC(C)(C)OC(=O)C[C@H]1C/C=C\C[C@H](CC(=O)NCCO)C(=O)NC[C@@H](c2ccccc2)OC1=O
8	Cc1ccc(C)c(S(=O)(=O)N/N=C/c2ccc(N3CCOCC3)cc2)c1
entry no.	1	2	3	4	5	6	7	8
PDI inh	-5.1	-3.6	nt	-6.8	-11.6	10.8	4.4	9.4
Vif imaging	5.1	7.2	nt	-6.4	7.3	-8.1	-3.0	-4.5
iPSC survival up	1.1	1.5	-1.1	1.9	-3.2	-1.7	2.9	-0.4
Peg3 promoter	-5.0	12.1	nt	5.6	8.7	1.9	-3.6	6.4
aDG glyco act	0.0	0.1	0.0	0.1	1.9	0.3	0.0	-0.2
MITF TRPM1 inh	-9.5	nt	nt	8.3	48.2	4.4	1.2	4.7
Exocytosis inh	6.5	4.1	0.9	31.6	17.6	-1.8	-17.0	-3.5
NR2E3 ag-1	-0.9	3.3	nt	-0.2	nt	0.6	nt	-2.1
CaV13 FRET inh	nt	nt	-6.5	-6.5	-2.0	-6.9	-4.2	-3.6
HIF-2a block	-0.4	10.0	12.3	12.8	-10.8	-21.7	5.6	6.7
NR2E3 ag-2	10.4	-11.1	12.6	-3.5	-46.5	-14.9	-1.0	-43.6

9	COc1ccc(C(O)P(=O)(OC(C)C)c2ccc(N(C)C)cc2)c(OC)c1 (configuration not stated)
10	CSc1nc(Sc2ccc(Cl)cc2)c2ccccc2n1
11	Cc1ccc(C(=O)O)cc1NC(=O)C1CCCN1S(=O)(=O)c1cccc2nsnc12 (configuration not stated)
12	Clc1ccc(-c2nsc(N3CCOCC3)n2)c(Cl)c1
13	CCC1(C(=O)c2ccccc2)C(c2ccc([N+](=O)[O-])cc2)C1(C(=O)OC)C(=O)OC (configuration not stated)
14	Cc1cccc(/C=C2/S/C(=N/N=C3\CC4CCC3(C)C4(C)C)NC2=O)c1 (configuration not stated)
15	CC1(C(=O)Nc2ccc(Cl)c(Cl)c2)CCN1Cc1ccccc1OC(F)F (configuration not stated)
16	O=C(NCC1CCCO1)c1ccccc1-c1nc(-c2ccc(Cl)cc2)no1 (configuration not stated)
entry no.	9	10	11	12	13	14	15	16
PDI inh	2.6	-2.7	17.9	9.6	2.0	-1.5	8.7	0.1
Vif imaging	-0.2	15.7	-1.5	-4.5	3.4	7.8	-6.2	-17.8
iPSC survival up	0.1	-0.2	4.4	-0.5	-1.3	-3.9	-1.3	-2.3
Peg3 promoter	8.5	-13.0	0.7	-314.8	8.5	21.8	16.1	-11.1
aDG glyco act	0.1	0.4	0.3	0.1	-0.1	0.3	0.2	0.0
MITF TRPM1 inh	-3.7	12.3	5.4	-38.0	3.0	1.6	nt	-15.4
Exocytosis inh	5.9	-2.3	-3.9	-5.4	-4.6	-1.8	16.6	-3.0
NR2E3 ag-1	0.8	0.2	1.1	3.0	-2.9	-1.3	nt	-2.0
CaV13 FRET inh	-2.9	nt	-6.4	-7.2	-5.6	-0.8	-9.2	-4.4
HIF-2a block	18.5	7.8	1.0	-196.0	3.0	10.3	14.2	-71.0
NR2E3 ag-2	-14.2	-30.4	-13.4	-180.6	13.2	-18.5	-27.6	-30.1

Six structures from above, ordered by molecular weight, low to high:
12	Clc1ccc(-c2nsc(N3CCOCC3)n2)c(Cl)c1
10	CSc1nc(Sc2ccc(Cl)cc2)c2ccccc2n1
8	Cc1ccc(C)c(S(=O)(=O)N/N=C/c2ccc(N3CCOCC3)cc2)c1
16	O=C(NCC1CCCO1)c1ccccc1-c1nc(-c2ccc(Cl)cc2)no1 (configuration not stated)
9	COc1ccc(C(O)P(=O)(OC(C)C)c2ccc(N(C)C)cc2)c(OC)c1 (configuration not stated)
11	Cc1ccc(C(=O)O)cc1NC(=O)C1CCCN1S(=O)(=O)c1cccc2nsnc12 (configuration not stated)
entry no.	12	10	8	16	9	11
PDI inh	9.6	-2.7	9.4	0.1	2.6	17.9
Vif imaging	-4.5	15.7	-4.5	-17.8	-0.2	-1.5
iPSC survival up	-0.5	-0.2	-0.4	-2.3	0.1	4.4
Peg3 promoter	-314.8	-13.0	6.4	-11.1	8.5	0.7
aDG glyco act	0.1	0.4	-0.2	0.0	0.1	0.3
MITF TRPM1 inh	-38.0	12.3	4.7	-15.4	-3.7	5.4
Exocytosis inh	-5.4	-2.3	-3.5	-3.0	5.9	-3.9
NR2E3 ag-1	3.0	0.2	-2.1	-2.0	0.8	1.1
CaV13 FRET inh	-7.2	nt	-3.6	-4.4	-2.9	-6.4
HIF-2a block	-196.0	7.8	6.7	-71.0	18.5	1.0
NR2E3 ag-2	-180.6	-30.4	-43.6	-30.1	-14.2	-13.4

Continued:
17	Cc1c2cnn(-c3ccccc3)c(=O)c2c(C)n1CCCC(=O)N1CCN(C2CCCCC2)CC1
18	COc1ccc(CN(CC2CCC(C(=O)O)CC2)C(=S)Nc2cc(C)cc(C)c2)cc1 (configuration not stated)
19	Cc1ccccc1C(=O)NCC(=O)OC(C)C(=O)NCc1ccco1 (configuration not stated)
20	O=C(C1=C[C@@H](c2coc3ccccc3c2=O)C[C@@H](OCc2ccc(CO)cc2)O1)N1CCN(Cc2ccccc2)CC1
21	Cc1nn(C(C)C(=O)N2CCCC2)c(=O)c2nn(-c3ccccc3)c(C)c12 (configuration not stated)
22	CCC(=O)N/N=C/c1ccc(OS(=O)(=O)c2ccccc2)cc1
23	CCOC(=O)C1CCN(C(=O)c2ccc(OCC(=O)Nc3cccc(C(F)(F)F)c3)c(OC)c2)CC1
24	CCN(CC)CCN1C(=O)C(=O)/C(=C(/O)c2c(C)[nH]c(C(=O)OC)c2C)C1c1ccc(OC)cc1 (configuration not stated)
entry no.	17	18	19	20	21	22	23	24
PDI inh	-1.0	-0.7	-0.4	-8.4	-4.9	8.0	1.7	5.3
Vif imaging	5.2	-1.5	-1.3	nt	-16.4	0.3	-11.0	7.6
iPSC survival up	-0.2	-0.3	0.0	-1.2	-0.3	-0.6	-0.5	-2.2
Peg3 promoter	5.2	16.0	6.9	10.2	12.7	5.4	5.6	5.8
aDG glyco act	0.1	-0.3	0.0	-0.1	-0.4	0.0	4.3	-0.1
MITF TRPM1 inh	2.5	-2.0	5.6	-1.7	5.2	4.6	20.8	-16.9
Exocytosis inh	-2.4	5.6	3.4	6.3	-21.8	-0.1	-0.1	0.4
NR2E3 ag-1	2.6	-0.9	-2.3	2.1	-3.8	1.1	6.0	-0.7
CaV13 FRET inh	-1.5	-4.6	-5.4	nt	-2.5	-5.4	-6.5	-3.4
HIF-2a block	-11.6	6.2	0.0	15.1	11.1	-1.1	6.9	-13.8
NR2E3 ag-2	8.5	9.8	-10.4	21.4	22.7	-1.2	8.5	-28.0

25	O=C(NCCCN1CCCC1)Nc1ccc(F)cc1
26	Cc1ccc2c(Cl)cc(Cl)c(OCC(=O)O)c2n1
27	COc1ccc(/C=N/Nc2nc(N3CCCCC3)nc(N3CCCCC3)n2)cc1[N+](=O)[O-]
28	CCC1Oc2ccc(C)cc2N(CC(=O)N2CCCC2)C1=O (configuration not stated)
29	CCOc1ccccc1NC(=O)CSc1n[nH]c(N)n1
30	O=C(NCc1ccco1)C(c1ccc(F)cc1)N(CC1CCCO1)C(=O)Cn1nnc2ccccc21 (configuration not stated)
31	CCOC(=O)C1CCN(C(=O)CC2C(=O)N(Cc3ccccc3)C(C)c3nc4ccccc4n32)CC1 (configuration not stated)
32	Oc1ccc(-c2nc(-c3ccc(F)cc3)c(-c3ccncc3)[nH]2)cc1
entry no.	25	26	27	28	29	30	31	32
PDI inh	-2.5	1.4	6.1	3.9	3.9	-7.8	2.4	9.3
Vif imaging	9.5	-2.8	3.6	5.4	3.5	-8.2	9.2	?
iPSC survival up	-0.5	-0.6	2.0	-0.1	-0.5	-4.4	-3.2	-2.6
Peg3 promoter	4.1	16.4	12.6	6.0	-4.4	8.5	6.0	7.5
aDG glyco act	0.0	-0.1	-0.3	0.0	-0.1	0.2	-0.1	0.4
MITF TRPM1 inh	4.8	4.7	-2.8	-2.6	-7.5	10.5	1.1	2.0
Exocytosis inh	0.4	-2.9	-0.9	0.1	-0.6	1.1	1.3	47.5
NR2E3 ag-1	-1.5	3.0	2.9	5.9	2.6	0.0	-1.4	3.3
CaV13 FRET inh	-4.1	0.1	-2.9	-2.1	nt	-6.7	-7.0	-4.6
HIF-2a block	6.6	17.5	-2.3	13.7	13.9	15.5	3.5	-4.2
NR2E3 ag-2	7.5	2.0	-10.6	12.4	16.9	-3.2	3.8	18.6

33	CNC(=O)c1c[nH]c2ccc(S(=O)(=O)Nc3ccccc3F)cc2c1=O
34	CN(C)S(=O)(=O)c1cccc(NC(=O)COC(=O)c2ccc3c(c2)OCO3)c1
35	CC(=O)Nc1ccc(Nc2nc(C)c([N+](=O)[O-])c(Nc3ccc(NC(C)=O)cc3)n2)cc1
36	Nc1cc(N)nc(SCCN2CCCCC2)n1
entry no.	33	34	35	36
PDI inh	-3.3	-0.7	-5.2	-1.8
Vif imaging	2.2	nt	0.5	13.7
iPSC survival up	1.3	-1.3	-1.7	10.7
Peg3 promoter	1.5	-7.0	22.4	2.8
aDG glyco act	0.0	-0.3	-0.5	-0.1
MITF TRPM1 inh	11.2	12.3	-2.1	5.9
Exocytosis inh	5.2	-4.0	0.4	-0.1
NR2E3 ag-1	0.1	-1.4	5.4	4.7
CaV13 FRET inh	-18.8	-7.7	-5.9	-4.2
HIF-2a block	20.1	2.7	9.8	12.0
NR2E3 ag-2	-3.2	32.6	-9.1	-19.1
